CHOP inh = inhibitors of CHOP promoter induction, primary screen, cell-based, unfolded protein response, luciferase reporter. CHO-K1 CHOP-promoter luciferase, tunicamycin-induced, 15-18 h. inhibition, % at 10 µM. hit rate 3.8% among 220,000;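 active = compounds that reduced the stress-induced luciferase reporter signal by more than about 70% of percent inhibition, limit read from the data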;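 note: 0% = tunicamycin plus vehicle and 100% = wells without tunicamycin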
Ba/F3 V617F tox = reduced viability of JAK2V617F-dependent Ba/F3 cells, primary screen, JAK2V617F inhibitor project, cell-based, Ba/F3 EpoR-JAK2V617F, luminescence. ATP luminescence. inhibition, % at 5.6 µM. hit rate 1.1% among 220,000;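 active = inhibition above the campaign mean plus 3 SD over all tested compounds, cut at about 24% in these data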;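 note: cytokine-independent growth of Ba/F3 cells driven by EpoR plus mutant JAK2; 0% = DMSO-treated cells and 100% = JAK inhibitor I control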
BaF3 parental = parental Ba/F3 cell viability inhibition, counter-screen for JAK2V617F inhibitor project, murine pro-B, CellTiter-Glo luminescence; CellTiter-Glo ATP luminescence; inhibition, % at 5.6 µM; hit rate 1.1% among 220,000;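 active = inhibition above a per-campaign cutoff, the mean inhibition of all tested compounds plus 3 SD, cut at about 27% in these data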;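 note: 0% = DMSO wells and 100% = JAK Inhibitor I control wells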
Wee1 degr inh = Wee1 degradation inhibitors, primary screen, cell-based, HeLa, Wee1K328M-luciferase, luminescence | hit rate 1.2% among 220,000 | HeLa Luc-Wee1K328M stability; 100% = proteasome inhibitor MG132 effect | reporter increase, % at 5 µM | Wee1-like protein kinase (Homo sapiens), P30291;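 active = activation above the mean of all tested compounds plus 3 SD, set per screening run, cut at about 8.8% in these data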;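 note: cells exposed to compound for 20 h before luminescence read; 0% = DMSO alone and 100% = MG132 at 30 µM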
zfTRPN1 agonist = zebrafish TRPN1 channel agonists, primary screen, cell-based, HEK293, calcium fluorescence. transient receptor potential cation channel N1 (TRPN1/NompC), Danio rerio. activation, % at 3 µM. AID 1424, 2008. hit rate 0.18% among 220,000. HEK293 zebrafish TRPN1-YFP, Fluo-8 calcium fluorescence; 100% = response to 87 µM carbachol;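 active = activation above its plate's cutoff, the mean activation of test wells on that plate plus 3 SD, cut at about 19% in these data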;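 note: 0% = DMSO alone and 100% = 87 µM carbachol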
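Assay system: Zebrafish TRPN1-YFP in HEK293 cells | Incubation: Dye loading 1 h at 37 °C, then 30 min room temperature | Measured by: Kinetic Fluo-8 fluorescence, ex 470-495, em 515-575 nm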
PPC-1+TRAIL kill = compounds killing PPC-1 cancer cells with TRAIL present, primary screen, TRAIL potentiator project, ATPLite luminescence, uHTS; cell killing (% activity), % at 4 µM; hit rate 0.41% among 220,000; PPC-1 cells + TRAIL, ATPLite viability luminescence;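 active = cell killing above 50% in the first pass at 4 µM, then a duplicate retest at 5 µM averaging 50% or more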;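 note: plate controls were cells with TRAIL plus DMSO for no effect and medium-only wells lacking cells for full effect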
TRPML3 ag = human TRPML3 channel agonists, primary screen, cell-based, HEK293 TRPML3-YFP, Fluo-8 calcium fluorescence, 3 µM | 100% = the carbachol control signal | activation, % at 3 µM | hit rate 0.29% among 220,000 | AID 1448, 2008;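 active = activation above its plate's cutoff, the mean activation of the plate's test wells plus 3 SD, cut at about 12% in these data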;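 note: 0% = DMSO only wells and 100% = carbachol wells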
Target sequence (Q8TDD5 whole entry, looked up): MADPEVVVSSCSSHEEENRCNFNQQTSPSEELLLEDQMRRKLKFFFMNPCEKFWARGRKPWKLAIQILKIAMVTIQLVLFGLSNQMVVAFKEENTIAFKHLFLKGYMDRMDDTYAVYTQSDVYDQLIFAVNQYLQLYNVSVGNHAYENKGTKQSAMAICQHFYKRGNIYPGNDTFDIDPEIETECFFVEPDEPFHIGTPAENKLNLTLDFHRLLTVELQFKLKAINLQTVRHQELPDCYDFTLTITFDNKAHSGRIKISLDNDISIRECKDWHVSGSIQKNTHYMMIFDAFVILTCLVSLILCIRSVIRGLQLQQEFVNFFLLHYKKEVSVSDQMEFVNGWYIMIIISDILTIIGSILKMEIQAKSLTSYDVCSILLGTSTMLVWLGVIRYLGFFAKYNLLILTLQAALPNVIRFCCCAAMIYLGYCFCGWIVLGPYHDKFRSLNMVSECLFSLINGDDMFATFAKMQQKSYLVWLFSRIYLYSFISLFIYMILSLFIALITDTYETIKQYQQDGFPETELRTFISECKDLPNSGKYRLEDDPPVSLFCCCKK
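Test system – HEK293 line with stable expression of human TRPML3-YFP channel · Control set – carbachol 87 µM final as high control (100%), DMSO as low control (0%) · Signal – Fluo-8 calcium dye fluorescence, ex 470-495, em 515-575 nm · Incubation – 1-h 37 °C dye load, 5-s basal, 120-s post-compound reads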
RBBP9 inhibitor = human RBBP9 inhibitors, primary screen, biochemical, fluorescence polarization, FP-Rh probe, HTS. hit rate 0.2% among 220,000. Serine hydrolase RBBP9 (Homo sapiens), O75884. inhibition, % at 7.94 µM. recombinant RBBP9. AID 1515, 2009;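 active = inhibition above the campaign mean of all tested compounds plus 3 SD, cut at about 14% in these data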;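 note: plate controls were DMSO wells with RBBP9 for no effect and wells lacking RBBP9 protein for full effect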
Target sequence (O75884 whole entry, looked up): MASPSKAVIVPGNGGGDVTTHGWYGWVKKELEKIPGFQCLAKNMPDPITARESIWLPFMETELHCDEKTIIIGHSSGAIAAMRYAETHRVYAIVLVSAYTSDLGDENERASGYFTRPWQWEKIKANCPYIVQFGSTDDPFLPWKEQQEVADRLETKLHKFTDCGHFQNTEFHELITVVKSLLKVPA
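Measured by: FP readout at 525/598 nm; material: recombinant human RBBP9; also added: Serine-hydrolase probe FP-Rh, 375 nM pre-mixing; medium: Tris buffer pH 8.0, NaCl, Pluronic; replication: one well per compound; doses: one concentration, 7.94 µM nominal, 0.794% DMSO; timing: preincubation 30 min plus labeling 45 min at 25 °C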
TNF death inh = inhibitors of TNF-alpha triggered necroptosis, primary screen, cell-based, Jurkat FADD-/-, single concentration. Jurkat FADD-/- TNF necroptosis rescue, ATP luminescence, 24 h; 0 = TNF only, 100 = no-TNF cells. activation (protection from cell death), % at 10 µM. hit rate 0.068% among 220,000;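 active = activation, meaning protection from cell death, of at least 50% relative to plate controls; inactive = activation below 50%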;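 note: necroptosis triggered by 40 ng/mL TNF-alpha added together with compound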
Numbers without * were called inactive; · = no result given. Hits appear at their usual frequency; about 6.8% have a hit in one of these screens.

SMILES	CHOP inh	Ba/F3 V617F tox	BaF3 parental	Wee1 degr inh	zfTRPN1 agonist	PPC-1+TRAIL kill	TRPML3 ag	RBBP9 inhibitor	TNF death inh
Cc1ccc(S(=O)(=O)CCC(=O)OCc2ccccc2)cc1	8.0	-1.4	1.8	-2.6	-1.4	24.3	0.2	7.5	0.2
Cc1ccc(Cl)cc1N1CCN(C(=O)C2CCC(=O)N2C(C)C)CC1 (configuration not stated)	-1.3	0.8	7.0	0.4	-2.0	1.5	0.0	-9.3	-0.7
Cc1ccc(N2C(=N)SCC2=O)cc1Cl	34.9	-1.5	2.8	-3.9	1.6	28.4	0.6	0.4	2.4
CCOc1ccc2[nH]cc(S(=O)(=O)c3ccc(F)cc3)c(=O)c2c1	6.8	-1.1	2.9	-0.5	-0.4	8.3	-0.9	-6.5	-0.5
O=C1C2CC(O)CN2C(=O)N1c1ccccc1 (configuration not stated)	-2.4	0.5	5.6	4.2	1.7	17.3	0.0	0.4	-0.4
COc1ccc(N2C(=O)CC(Sc3nnc(-c4ccccc4F)n3C)C2=O)cc1 (configuration not stated)	4.9	3.6	6.0	2.2	-1.4	-15.5	-0.7	-3.0	-0.5
CCOC(=O)c1cc(-c2ccc(OC)cc2)nn1-c1ccccc1C(=O)O	14.6	-2.9	-0.3	3.2	2.2	9.0	0.4	-3.1	1.7
Cc1nc(NC(=O)c2cc3c(s2)CCCCC3)sc1C(=O)N(C)C	9.7	-1.2	4.0	4.9	-0.7	-4.3	0.2	-2.8	1.4
Cc1ccccc1C1=NC(C(F)(F)F)(C(F)(F)F)c2c(n(C)c(=O)n(C)c2=O)N1	-1.0	3.4	5.6	-1.4	0.3	1.0	0.5	0.5	-0.7
CCN(C(=O)CN1CCN(C)CC1)c1cccc2ccccc12	26.5	5.7	1.6	-1.6	0.2	-13.3	0.2	-13.3	1.4
CCCN(CCC)C(=O)c1cc2c(=O)[nH]c3ccc(C)cc3c2s1	43.0	3.5	5.0	2.0	0.1	4.2	0.6	-3.0	-5.1
COC(=O)/C(=C\Nc1ccc(Cl)c2ccccc12)c1ncc(C(F)(F)F)cc1Cl	-9.1	-1.5	-1.0	2.5	-0.4	35.1	1.6	-4.6	-0.6
O=C(CSc1nc2ccccc2o1)N1CCCC1	34.5	2.0	8.9	-1.9	1.4	4.8	0.2	-5.7	0.9
COc1ccc(OC)c(C2C3=C(CC(C)(C)CC3=O)Nc3nnnn32)c1 (configuration not stated)	-21.7	-4.3	3.7	2.2	-0.2	-8.1	1.1	11.0	1.7
Clc1nc(Cl)nc(N(c2ccccc2)c2ccccc2)n1	15.8	0.0	4.3	0.7	3.0	-7.4	0.9	-4.7	0.9
CC(C)c1ccc(NC(=O)CSc2ncccc2C(=O)Oc2cccc([N+](=O)[O-])c2)cc1	43.6	1.6	9.7	1.8	1.2	28.5	0.5	3.0	2.6
Cc1cccc(N2C(S)=C(C#N)C(=O)NC2c2ccco2)c1 (configuration not stated)	12.3	0.1	4.7	1.6	-1.1	·	-0.5	-3.5	-0.6
CCN(Cc1ccccc1)S(=O)(=O)c1cc(C(=O)NC(C)C2CC3CCC2C3)ccc1OC (configuration not stated)	28.9	3.1	2.6	0.3	-1.1	13.9	-0.6	-13.5	0.6
COC(=O)c1cc(Nc2cc(C)c3ccc(O)cc3n2)cc(C(=O)OC)c1	71.0*	-0.8	4.1	-2.1	-2.5	3.5	-0.5	-27.8	8.3
Oc1ccc(-c2n[nH]c(=S)n2-c2ccc3c(c2)OCCO3)cc1	-4.5	-3.3	1.6	-0.6	5.0	-3.0	1.3	-8.6	-0.3
N#C/C(=C\c1ccccc1O)C(=O)Nc1cccnc1	15.2	-4.3	-1.8	-2.0	1.5	10.7	0.5	5.1	-12.8
CCOCCn1c(CN2CCN(c3cccc(Cl)c3)CC2)nc2c1c(=O)n(C)c(=O)n2C	25.9	-0.6	3.5	-0.8	-2.5	16.2	-1.4	-7.5	-1.9
CC(C(=O)O)n1cnc2sc3c(c2c1=O)CCCC3 (configuration not stated)	4.4	4.6	4.6	2.5	-0.2	2.3	0.7	-3.9	-0.2
CCC(=O)Nc1nnc(C)s1	-13.7	-2.5	-1.3	0.6	-1.0	15.3	0.0	-3.8	0.9
O=c1[nH]c(SCc2cc(=O)n3ccccc3n2)nc2c1CCC2	·	-0.2	7.2	0.1	0.2	·	0.1	-1.1	-2.6

Next section
SMILES	CHOP inh	Ba/F3 V617F tox	BaF3 parental	Wee1 degr inh	zfTRPN1 agonist	PPC-1+TRAIL kill	TRPML3 ag	RBBP9 inhibitor	TNF death inh
CCN1CCN(C(=O)CSc2cc(=O)n(CC)c3ccccc23)CC1	13.8	-0.5	1.4	-2.0	-1.1	-0.2	0.9	2.6	-5.7
Cc1ccc(C(=O)NCC(=O)OCC(=O)Nc2cc(C)c(C)cc2[N+](=O)[O-])cc1	9.5	-2.8	5.1	-1.0	-1.3	-9.6	0.5	-7.9	0.5
CCN(CC)c1c([N+](=O)[O-])c(=O)n(CC)c2ccccc12	30.9	-0.4	1.4	-1.4	-3.1	4.6	-1.2	-5.0	-2.4
O=C(Nc1nc(-c2ccccc2)cs1)c1cccc(S(=O)(=O)N2CCN(Cc3ccccc3)CC2)c1	26.9	-1.0	2.4	-1.3	-0.4	-0.9	-0.1	-35.3	1.2
O=C(CS(=O)(=O)Cc1ccccc1)N1CCN(C(=O)c2ccco2)CC1	13.2	1.4	5.4	-1.1	0.8	-10.5	1.0	-5.1	0.9
Cc1cc(CN2C(=O)c3ccccc3C2=O)on1	-5.4	1.6	1.5	1.3	0.1	20.9	0.4	-7.3	-1.3
O=C(c1cccc(C(F)(F)F)c1)N1CCCC1	-2.7	-1.4	-1.6	-1.2	0.7	-11.4	0.5	-5.0	-1.9
CNNC(=S)NCCC1=CCCCC1	4.9	-3.3	-0.7	1.6	-0.9	-18.9	-0.3	-4.5	3.6
CCCCCCCCSc1n[nH]c(N)n1	49.1	-3.0	3.4	-2.8	-2.0	25.4	1.0	-1.1	-1.6
c1ccc(C(c2nnnn2C2CCCC2)N2CCN(c3ccccc3)CC2)cc1 (configuration not stated)	-0.3	-3.1	-1.6	-2.3	0.4	17.5	0.6	1.1	2.3
Nc1nc(SCC(=O)NNc2c(Cl)cc(Cl)cc2Cl)n[nH]1	0.0	0.9	1.9	-1.5	-1.1	11.8	1.2	-4.6	-0.9
CCCCN1C(=O)c2ccc(C(=O)Nc3cccc(C)c3C)cc2C1=O	76.4*	-0.6	5.9	-1.7	-1.0	27.7	0.3	-3.9	1.3
CCOC(=O)C(=NC(C)(C)C)NNc1cc(Cl)ccc1Cl	19.7	-1.2	3.5	-2.0	1.0	17.1	0.6	2.0	0.4
COc1ccc(/C=N/NC2=NCCCCC2)cc1	17.9	0.1	2.2	1.7	0.5	4.6	0.8	-10.6	-0.4
Cc1ccccc1Cn1nc(C)c(NC(=O)c2noc3c2CCCC3)c1C	18.4	-0.3	4.1	1.9	-0.1	19.0	-0.2	-5.5	-0.8
O=C(Nc1cn(-c2ccccc2)nc1-c1ccc(F)cc1)c1ccccc1	21.6	-2.1	-0.5	-3.5	-0.5	21.4	0.5	-12.9	2.3
Cc1cc(C)n2nc(SCC(=O)N/N=C/c3ccccc3F)nc2n1	11.4	0.1	-1.4	-1.0	0.7	-15.1	0.2	1.1	-1.3
Cc1ccc2nc3c(cc(C(=O)NC4CCCC4)c(=N)n3CCCn3ccnc3)c(=O)n2c1	-5.4	1.0	9.1	0.3	1.7	·	1.0	-2.9	3.0
CC(C)Sc1nc2sc(-c3ccccc3)cc2c(=O)n1N	3.6	1.0	1.8	-3.8	0.2	36.9	0.8	-9.4	1.5
COc1nc(C)nc(NC(=O)NS(=O)(=O)c2ccc(C)cc2)n1	22.3	8.0	5.7	1.2	0.3	1.0	0.5	2.9	3.5
COc1ccc(C(=O)Nc2cccc(C(=O)NCc3ccco3)c2)cc1	10.9	-2.3	6.4	2.4	0.4	26.6	0.2	-6.1	1.1
Cn1c(=O)c2c(nc(SCC(=O)N3CCc4ccccc43)n2Cc2ccc(F)cc2)n(C)c1=O	·	-6.2	-1.0	1.8	-0.5	·	0.5	6.6	1.0
CCCNC(=S)Nc1ccc(Nc2ccccc2)cc1	-41.0	3.6	4.3	0.9	0.2	-6.7	-0.2	-3.2	-4.0
O=C(N/N=C\c1ccc(-c2cccc(Cl)c2)o1)C(=O)NC1CCCC1	45.3	0.6	8.4	-3.0	-0.2	9.2	0.3	-4.1	0.5
CSc1nn(-c2ccc(C(=O)OCC(=O)NC(=O)NC(C)C)cc2)c(=S)s1	27.1	-4.8	2.5	5.2	-2.7	15.0	0.1	-4.2	1.9
Cc1cc2ccccc2nc1SCC(=O)Nc1nc(-c2ccccc2)cs1	20.2	2.5	1.9	-2.7	0.5	9.4	-0.1	-12.4	-0.5
O=[N+]([O-])c1ccc(N=NNc2ccccc2)cc1	25.2	1.3	8.7	3.1	0.2	-18.4	-0.6	7.6	0.3

For reference, part of the list above:
SMILES	CHOP inh	Ba/F3 V617F tox	BaF3 parental	Wee1 degr inh	zfTRPN1 agonist	PPC-1+TRAIL kill	TRPML3 ag	RBBP9 inhibitor	TNF death inh
Cc1cc(C)n2nc(SCC(=O)N/N=C/c3ccccc3F)nc2n1	11.4	0.1	-1.4	-1.0	0.7	-15.1	0.2	1.1	-1.3
Cc1ccc2nc3c(cc(C(=O)NC4CCCC4)c(=N)n3CCCn3ccnc3)c(=O)n2c1	-5.4	1.0	9.1	0.3	1.7	·	1.0	-2.9	3.0
CC(C)Sc1nc2sc(-c3ccccc3)cc2c(=O)n1N	3.6	1.0	1.8	-3.8	0.2	36.9	0.8	-9.4	1.5
COc1nc(C)nc(NC(=O)NS(=O)(=O)c2ccc(C)cc2)n1	22.3	8.0	5.7	1.2	0.3	1.0	0.5	2.9	3.5
COc1ccc(C(=O)Nc2cccc(C(=O)NCc3ccco3)c2)cc1	10.9	-2.3	6.4	2.4	0.4	26.6	0.2	-6.1	1.1
Cn1c(=O)c2c(nc(SCC(=O)N3CCc4ccccc43)n2Cc2ccc(F)cc2)n(C)c1=O	·	-6.2	-1.0	1.8	-0.5	·	0.5	6.6	1.0
